RNase H inhibition = RNase H inhibition, HIV 1 Gag Pol polyprotein, FRET biochemical assay, screening (AID 372); HIV-1 RT RNase H, FRET RNA/DNA substrate fluorescence; higher % means a stronger effect; inhibition, % at 10 µM, or IC50 in µM where a hit was titrated; hit rate 0.77% among 100,000; in the data active means inhibition above about 50%
* hit, by the source's call. The list is partial (hit frequency here may not be typical).

molecule	RNase H inhibition
O=C(COc1ccc2ccc(=O)oc2c1)Nc1ccccn1	12.0%
O=C(Nc1cc([N+](=O)[O-])ccc1F)c1ccccc1	2.0%
Cc1ccc(N(CC(=O)NCc2ccc(Cl)cc2)S(C)(=O)=O)cc1	7.0%
Cc1cc(OCC(=O)NN)cc(C)c1Cl	2.0%
O=C(COC(=O)C1CC(O)CN1C(=O)Oc1ccccc1)c1ccc(Cl)cc1 (stereo unspecified)	7.0%
O=[N+]([O-])c1cccc(CNCC2OCCc3ccccc32)c1 (stereo unspecified)	11.0%
O=C(CCCc1ccccc1)NCC1CCCO1 (stereo unspecified)	12.0%
COc1ccc(-n2cccc2/C=C2/SC(=O)N(C)C2=O)cc1	53.0%*
Cc1ccc(C(=O)c2sc3nc4c(cc3c2N)CCC4)c(C)c1	15.0%
CCOCCOC(=O)c1ccc(NC(=O)COc2cc(C)cc(C)c2)cc1	0.0%
Cc1ccc(C(C)C)c(OCC(=O)Nc2ccc(F)c([N+](=O)[O-])c2)c1	3.0%
CCc1cc(=O)oc2cc(OC)ccc12	0.0%
C/C(=N\Nc1nnc(-c2ccccc2)c(-c2ccccc2)n1)c1ccc(C)cc1	13.0%
COc1cccc(OCCCCCCN2CCCC2)c1	0.0%
CCOc1cc(CN2CCCC(C(=O)N(CC)CC)C2)ccc1O (stereo unspecified)	4.0%
O=C(COc1ccc2ccccc2c1)NNC(=O)c1cccc(Cl)c1	12.0%
O=C(NCC1CCCO1)c1ccc(Cl)cc1Cl (stereo unspecified)	0.0%
COc1ccc(NC(=O)Nc2cccc(F)c2)cc1	9.0%
CCN(CC)c1ccc(NC(=O)c2ccncc2)cc1	14.0%
CCCCCCCCCCCCCCCCN1C2=NCCCN2c2ccccc21	37.0%

The list goes on:
molecule	RNase H inhibition
O=C(Cc1ccccc1)NCC(=O)N/N=C/C(Br)=C/c1ccccc1	14.0%
O=C(C(c1ccccc1)c1ccccc1)N1CCN(c2ccccc2)CC1	15.0%
O=C(/C=C/c1ccc(Cl)cc1)Nc1ccc(F)c([N+](=O)[O-])c1	7.0%
Cn1cc(N)c(C(=O)Nc2ccc3c(c2)C(=O)NC3=O)n1	5.0%
CCCCCC(=O)N/N=C(\C)c1ccc(O)c(OC)c1	0.0%
C=CCOC(=O)C1=C(C)NC(=O)NC1c1ccc(OCc2ccccc2)cc1 (stereo unspecified)	17.0%
OCCNCCOCCOc1ccc(F)cc1	0.0%
CCCC(=O)C1=C(O)C(C(=O)OC)C(C)(C)CC1=Nc1ccccc1OC (stereo unspecified)	14.0%
O=C(O)CCCCCN1C(=O)C(O)=C(C(=O)/C=C/c2ccccc2)C1c1ccccc1 (stereo unspecified)	2.0%
Cc1ccc([N+](=O)[O-])cc1S(=O)(=O)N1CCOCC1	15.0%
CCOc1ccc(N2C(=O)C3C(C2=O)C2(C)C(=O)C3(C)C(c3ccccc3)=C2c2ccccc2)cc1 (stereo unspecified)	14.0%
C=CCOc1ccc(/C=N/NC(=O)CSc2ncccn2)cc1	12.0%
C#Cc1cccc(N2C(=O)c3ccc(Oc4ccc([N+](=O)[O-])cc4)cc3C2=O)c1	10.0%
CCOc1ccc(NC(=O)CSc2nc(C)cc(C)n2)cc1	4.0%
COc1ccc(-n2nc3ccc(NC(=O)c4ccc(C)c(C)c4)cc3n2)cc1	8.0%
CC(C)(C)c1ccc(C(=O)NNC(=O)c2ccc(Cl)cc2Cl)cc1	0.0%
COc1cc(/C=C/C(=O)O)cc(S(=O)(=O)N2CCc3ccccc32)c1OC	15.0%
S=C(NCCN1CCCCC1)NCc1ccccc1	4.0%
O=C1NC(=O)N(c2ccc(Br)cc2)C(=O)/C1=C/c1ccc(N2CCOCC2)o1	4.0%
Cc1ccc(S(=O)(=O)N(CC(=O)Nc2ccccc2C(F)(F)F)c2ccccc2F)cc1	0.0%

(further entries)
molecule	RNase H inhibition
C/C(=C\C(=O)c1ccc(C)cc1)Nc1ccc(I)cc1	8.0%
Cc1cccc(N=Cc2c(O)n(-c3cccc(C)c3)c(=S)[nH]c2=O)c1	3.0%
CCCCOC(=O)c1ccc(N=Cc2c(C)[nH]n(-c3ccccc3)c2=O)cc1	18.0%
CCOc1cc(/C=C2\C(=O)N(c3cccc(C(=O)O)c3)N=C2C)ccc1O	7.0%
N#Cc1c(NC(=S)NC(=O)c2ccccc2)sc2c1CCC2	9.0%
CCOC(=O)C1CCN(C(=O)C(Cl)(Cl)Cl)CC1	7.0%
CCN1C(=O)CSC1=Nc1ccccc1Cl	0.0%
O=C(COc1cccc([N+](=O)[O-])c1)Nc1cccc(-c2nc3ccccc3[nH]2)c1	4.0%
O=C(CN1C(=O)C2C3c4ccccc4C(c4ccccc43)C2C1=O)Nc1cccc(C(F)(F)F)c1 (stereo unspecified)	4.0%
CCOC(=O)Cc1csc(NS(=O)(=O)c2ccc3ccccc3c2)n1	7.0%
O=C(/C=C/c1ccc(-c2ccccc2[N+](=O)[O-])o1)NCc1ccccc1	15.0%
CCOC(=O)C1=C(C)NC2=C(C(=O)CCC2)C1c1ccccc1OCC (stereo unspecified)	6.0%
O=C1C(=O)N(CC2CCCO2)C(c2cccc(F)c2)/C1=C(/O)c1ccccc1 (stereo unspecified)	0.0%
N#Cc1ccc(N=C2C(=O)Nc3ccc([N+](=O)[O-])cc32)cc1	7.0%
COc1ccc(/C=N/NC(=O)C(C)Nc2ccc(Cl)cc2)c(OC)c1 (stereo unspecified)	3.0%
Cc1ccc(/C=N/NC(=O)C(O)c2ccccc2)cc1 (stereo unspecified)	0.0%
CCCOc1ccc(C(=O)N/N=C/c2cc(OC)ccc2Br)cc1	10.0%
CCC(C)OC(=O)C1=C(C)NC2=C(C(=O)CC(c3ccc(OC)cc3)C2)C1c1ccc(Cl)c(Cl)c1 (stereo unspecified)	12.0%
CCOc1cc(/C=C2/C(=O)NC(=O)N(C)C2=O)cc(Br)c1O	13.0%
CCc1cccc(C)c1-n1c(C)cc(C=C2C(=O)NC(=S)NC2=O)c1C	8.0%

Four entries from above, as labelled records:
Compound: CCOc1cc(/C=C2/C(=O)NC(=O)N(C)C2=O)cc(Br)c1O
  RNase H inhibition: 13.0%

Compound: O=C1NC(=O)N(c2ccc(Br)cc2)C(=O)/C1=C/c1ccc(N2CCOCC2)o1
  RNase H inhibition: 4.0%

Compound: CCOc1cc(CN2CCCC(C(=O)N(CC)CC)C2)ccc1O (stereo unspecified)
  RNase H inhibition: 4.0%

Compound: CCCCCC(=O)N/N=C(\C)c1ccc(O)c(OC)c1
  RNase H inhibition: 0.0%

(cont.)
molecule	RNase H inhibition
Cc1sc(NC(=O)c2ccc(Cl)cc2Cl)nc1C12CC3CC(CC(C3)C1)C2	15.0%
CC(C)c1ccccc1OCCCN1CCCC1	3.0%
COc1ccc(C=NCCC23CC4CC(CC(C4)C2)C3)c(OC)c1	12.0%
COc1ccccc1N1C(=O)NC(=O)/C(=C/c2ccsc2)C1=O	8.0%
Cc1cc(C)cc(OCC(=O)Nc2cccc(-c3nc4ncccc4o3)c2)c1	15.0%
CCc1ccc(C(c2ccc(CC)o2)c2cc3c(cc2[N+](=O)[O-])OCCO3)o1	19.0%
COc1ccc(Nc2ccc(N)cc2)cc1	19.0%
COc1ccc(/C=C(\NC(=O)c2ccccc2)C(=O)Nc2cccc(C(C)=O)c2)cc1	15.0%
CCCCc1ccc(-c2csc(/C(C#N)=C\c3ccc(C)o3)n2)cc1	13.0%
Cc1ccc(/C(CCN(C)C)=N/O)cc1	7.0%
Cc1ccc(C(=O)O/N=C(\N)c2ccc(Cl)cc2)cc1	7.0%
Cc1ccc(OCC(=O)Nc2ccc(Cl)c(-c3nc4ncccc4o3)c2)c(C)c1	10.0%
CC12CC3(C)CC(C)(C1)CC(C(N)=O)(C2)C3	2.0%
COc1cc([N+](=O)[O-])ccc1N=Cc1c(C)[nH]n(-c2ccc(C)c(C)c2)c1=O	0.0%
OCCNCCOc1cccc(Cl)c1Cl	9.0%
COc1ccc(/C=C2\SC(=S)N(Cc3ccco3)C2=O)cc1OC	6.0%
COc1ccc(C2CC(=O)CC(=O)C2)cc1	0.0%
CC1=C(C(=O)Nc2ccc(F)cc2)C(c2cccc(Cl)c2)NC(=S)N1 (stereo unspecified)	6.0%
CC1=NN(c2ccccc2)C(=O)C1C(c1ccccc1)C(C#N)C#N (stereo unspecified)	54.0%*
C=CCOc1cccc(/C=C2\N=C(c3cc(F)c(F)cc3Cl)OC2=O)c1	20.0%

The list goes on:
molecule	RNase H inhibition
COc1ccc(N2C(=O)NC(=O)/C(=C\c3cccn3-c3ccc(Br)cc3)C2=O)cc1	43.0%
CCOC(=O)C1=C(C)N=c2s/c(=C\c3ccc(-c4ccc(OC)cc4[N+](=O)[O-])o3)c(=O)n2C1c1ccc(C)cc1 (stereo unspecified)	44.0%
O=C1CC(Cc2ccc(Br)cc2)C(=O)N1c1ccccc1 (stereo unspecified)	0.0%
Cc1ccccc1Cn1c(SCc2ccc(Cl)cc2)nc2c1c(=O)n(C)c(=O)n2C	36.0%
O=C(CN1CCOCC1)N/N=C/c1ccc([N+](=O)[O-])o1	4.0%
Cc1occc1C(=O)NNC(=O)c1ccc(Cl)cc1	6.0%
CC(C)(C)c1ccc(C(=O)NNC(=O)c2cccc3ccccc23)cc1	8.0%
C=CCN1C(=O)/C(=C\c2ccc(O)c([N+](=O)[O-])c2)C(=O)NC1=S	15.0%
Cc1cc(C)c2oc(-c3ccc(NC(=O)/C=C/c4cccc([N+](=O)[O-])c4)cc3)nc2c1	16.0%
COc1ccccc1C/C(N)=N/OC(=O)COc1ccc2ccccc2c1	26.0%
CCc1c(C)sc(NC(=O)c2ccncc2)c1C(=O)OC	73.0%*
COC(=O)c1cccc(NC(=O)CCCOc2ccccc2)c1	1.0%
CC(C)(C)c1ccc(C(=O)N/N=C/c2ccc(Br)cc2)cc1	5.0%
Cc1cccc(N2C(=O)/C(=C/c3ccc(F)cc3)SC2=S)c1C	4.0%
COc1ccc(COc2ccc3c(-c4ccc(OC)cc4)cc(=O)oc3c2C)cc1	9.0%
CC(=O)c1cccc(NC(=O)COc2ccc(C(C)(C)C)cc2)c1	15.0%
Cc1ccc(CSc2nnc3c(n2)OC(c2ccccc2OCC(=O)O)Nc2ccccc2-3)cc1 (stereo unspecified)	7.0%
Cc1ccccc1-c1cc(C(=O)N2CCOCC2)c2ccccc2n1	11.0%
CC(=O)Oc1cccc(N2C(=O)c3ccc(C(=O)Nc4cccc(C)c4)cc3C2=O)c1	15.0%
CCCC(=O)Nc1ccc(NC(=O)c2cc(OCC)c(OCC)c(OCC)c2)cc1	0.0%

Later entries.
molecule	RNase H inhibition
COc1ccc2c(c1)-c1c(sn(-c3ccccc3)c1=S)C(C)(C)N2	22.0%
COc1ccccc1/C=C1/SC(=S)N(CNc2ccc(C)c(Cl)c2)C1=O	4.0%
Cc1cc(/C=C(/C#N)C(=O)NCc2ccccc2)c(C)n1-c1ccc2c(c1)OCO2	21.0%
COc1ccc(C2CC(c3cccs3)=NN2c2ccc(F)cc2)cc1OC (stereo unspecified)	11.0%
COc1ccc(S(=O)(=O)NN=C2CCCC2)cc1	5.0%
COc1cccc(/C=C2/SC(=O)N(c3ccccc3)C2=O)c1O	14.0%
COc1nccnc1NS(=O)(=O)c1ccc(NC(=S)NC(=O)c2ccc(F)c(F)c2)cc1	29.0%
COc1ccc2c(c1OC)C(=O)OC2Nc1cc(S(N)(=O)=O)ccc1O (stereo unspecified)	6.0%
COc1ccc(/C=C2/C(=O)NC(=O)N(c3ccc(C(C)C)cc3)C2=O)c(OC)c1	3.0%
COc1ccc2c(c1)C(NC(=O)C(F)(F)F)CC2=O (stereo unspecified)	4.0%
CCOC(=O)c1c(C)oc2cc(S(=O)(=O)O)c(O)cc12	0.0%
O=C(CSc1nc2ccc(N3C(=O)c4ccccc4C3=O)cc2s1)Nc1cccc([N+](=O)[O-])c1	31.0%
COc1ccc(N(C(C)C(=O)N/N=C/c2cc(C)n(-c3ccccc3C(F)(F)F)c2C)S(C)(=O)=O)cc1 (stereo unspecified)	4.0%
CCOc1cccc(OCCOCCOc2c(C)cc(Cl)cc2Cl)c1	9.0%
CC(CN1CCC(C(=O)N2CCN(c3ccccc3)CC2)CC1)c1ccccc1 (stereo unspecified)	0.0%
Clc1ccc(-c2csc(N/N=C/C=C/c3ccccc3)n2)cc1	21.0%
Fc1ccccc1C=NN1CCN(C2c3ccccc3-c3ccccc32)CC1	0.0%
Cc1cc(C)nc(N2C(=O)c3ccccc3C2=O)n1	0.0%
O=C(O)c1cccc(-c2ccc(/C=N/n3cnnc3)o2)c1	9.0%
COc1cccc(OCCOCCOc2ccc(C)cc2I)c1	14.0%

New compounds follow:
molecule	RNase H inhibition
O=C(Nc1ccccc1)c1cccc(NC(=O)c2cc3ccccc3cc2O)c1	39.0%
CCOc1ccc(NC(=O)CN(c2ccc(Cl)cc2)S(C)(=O)=O)cc1	5.0%
CCN(CC)CCCOc1ccc(Cl)cc1	2.0%
COc1ccc(C=NN2C(=O)C3C4C=CC(C5CC45)C3C2=O)cc1 (stereo unspecified)	6.0%
COc1cc(C2SCC(=O)N2CCN2CCCCC2)cc([N+](=O)[O-])c1O (stereo unspecified)	8.0%
Cc1ccc(S(=O)(=O)Nc2c(C)n(C)n(-c3ccccc3)c2=O)c(C)c1	4.0%
Cc1nc(Nc2nc3ccccc3c(=O)[nH]2)nc2ccccc12	0.0%
O=C(O)c1ccc(N/C(=N\S(=O)(=O)c2ccc(Cl)cc2)c2ccccc2)cc1	0.0%
Cc1ccc(N=Nc2c(O)c(C(=O)Nc3ccc4c(c3)c(=O)[nH]c3ccccc34)cc3ccccc23)c(Cl)c1	11.0%
Cc1cccc(C(=O)NNC2=C(C(=O)C(F)(F)F)CCC2)c1O	11.0%
